Screening data deposited in PubChem BioAssay by NCI.
NCI-60 one-dose screen, 48 h, at 10 µM unless noted. Numbers give growth in % (100 = growth as untreated, 0 = no growth, -100 = all killed).
CCRF-CEM: CCRF-CEM leukemia; hit rate 7% among 77,000
HOP-62: HOP-62 NSCLC | hit rate 3.9% among 80,000 | AID 1794735
RPMI-8226: RPMI-8226 leukemia cells. hit rate 7.5% among 77,000. AID 1794781
EKVX: EKVX NSCLC; hit rate 3% among 71,000; AID 1794765
HOP-92: HOP-92 NSCLC cells; hit rate 6.3% among 71,000; AID 1794738
UACC-62: UACC-62 melanoma | hit rate 5.4% among 81,000 | AID 1794756
A549/ATCC: A549/ATCC NSCLC; hit rate 3.7% among 81,000
M14: M14 melanoma; hit rate 6.2% among 80,000
The depositor's hits bear a star; & = joins results of further samples. Rule for the calls: active = growth percent below 10; inactive = the rest.

What do the screens show for `Cc1ccc(/C(=N/c2sc(-c3ccccc3)nc2-c2ccccc2)N2CCCC(C)C2)cc1` (configuration not stated)?
CCRF-CEM: 101; HOP-62: 113; RPMI-8226: 103; EKVX: 100; HOP-92: 123; UACC-62: 105; A549/ATCC: 104; M14: 110

What do the screens show for `CN1CCN(c2ccc(Nc3nc(NCCCNC(=O)C4CCCCC4)c4sccc4n3)cc2)CC1`?
CCRF-CEM: 18; HOP-62: 72; RPMI-8226: -12*; EKVX: 67; HOP-92: 25; UACC-62: 49; A549/ATCC: 59; M14: -8.5*

What do the screens show for `CC(C)CC(NC(=O)OCc1ccccc1)C(=O)NC(Cc1c[nH]c2ccccc12)C(=O)O` (configuration not stated)?
CCRF-CEM: 100; HOP-62: 104; RPMI-8226: 106; HOP-92: 104; UACC-62: 115; A549/ATCC: 101; M14: 98

Results for CCC(C)[C@@H]1NC(=O)[C@@H]2CCCN2C(=O)[C@H](Cc2ccccc2)NC(=O)[C@H](Cc2ccccc2)NC(=O)[C@H](C(C)CC)NC(=O)[C@@H]2CCCN2C(=O)[C@H](Cc2ccccc2)NC1=O (some centres not stated) ?
CCRF-CEM: 80; HOP-62: 91; RPMI-8226: 43; HOP-92: 103; UACC-62: 84; A549/ATCC: 85; M14: 86

Results for O=c1[nH]cnc2[nH]ncc12 ?
CCRF-CEM: 115&100&86; HOP-62: 93&85&100; EKVX: 103&97&96; HOP-92: 81&85&76; UACC-62: 114&96&90; A549/ATCC: 109&100&100; M14: 95&98&108

How did COc1ccc(-c2nc(-c3ccc(C(F)(F)F)cc3)nc3[nH]c(-c4ccccc4)cc23)cc1 do in these assays?
CCRF-CEM: 98; HOP-62: 83; RPMI-8226: 71; EKVX: 69; HOP-92: 70; UACC-62: 69; A549/ATCC: 95; M14: 95

How did CCOC(=O)c1c2c(n(C)c1CSc1ccccc1)C=CC(=O)C2=O do in these assays?
CCRF-CEM: 11; HOP-62: 118; RPMI-8226: 43; EKVX: 100; HOP-92: 123; UACC-62: 92; A549/ATCC: 102; M14: 107

What do the screens show for `CC(C)(C)NCC(O)COc1cccc2c1CCC(=O)N2` (configuration not stated)?
HOP-62: 102; RPMI-8226: 105; EKVX: 108; UACC-62: 108; A549/ATCC: 96; M14: 96

What do the screens show for `C=CCC(O)c1ccccc1` (configuration not stated)?
CCRF-CEM: 101; HOP-62: 98; RPMI-8226: 105; HOP-92: 92; UACC-62: 103; A549/ATCC: 102; M14: 108

What do the screens show for `O=C(O)c1ccccc1.[Ag]`?
CCRF-CEM: 15; HOP-62: 108; RPMI-8226: 97; EKVX: 103; HOP-92: 107; UACC-62: 105; A549/ATCC: 54; M14: 96

Results for NS(=O)(=O)c1ccc(NC(=O)N2CCN(C(=O)Cc3ccc(Cl)cc3)CC2)cc1 ?
CCRF-CEM: 106; HOP-62: 102; RPMI-8226: 109; EKVX: 98; HOP-92: 84; UACC-62: 103; A549/ATCC: 110; M14: 107

What do the screens show for `CC1([N+](=O)[O-])COC(/C=C/c2ccccc2)OC1` (configuration not stated)?
HOP-62: 91; RPMI-8226: 89; HOP-92: 88; UACC-62: 99; A549/ATCC: 95; M14: 102

What do the screens show for `CCOC(=O)C1C(=O)C(=O)N(C2CCCCC2)C1C(=O)OCC` (configuration not stated)?
CCRF-CEM: 103; RPMI-8226: 113; HOP-92: 85; UACC-62: 107; M14: 106

Results for CCC[C@H](C[C@H](CO)OC)c1ccc2ccccc2c1 ?
CCRF-CEM: 111; HOP-62: 93; RPMI-8226: 108; EKVX: 99; HOP-92: 96; UACC-62: 101; A549/ATCC: 90; M14: 98

What do the screens show for `CN1CCN(c2nc(-n3cc(-c4ccccc4)nn3)nc3ccccc23)CC1`?
CCRF-CEM: 76; HOP-62: 96; RPMI-8226: 63; EKVX: 83; HOP-92: 45; UACC-62: 100; A549/ATCC: 79; M14: 111

Results for COC(=O)NNC(=O)OC ?
CCRF-CEM: 93; HOP-62: 102; RPMI-8226: 107; HOP-92: 97; UACC-62: 103; A549/ATCC: 105; M14: 100

How did CCOC(=O)/C(=C\Nc1cccc(OCc2ccccc2)c1)NC(=O)c1ccccc1 do in these assays?
CCRF-CEM: 90; HOP-62: 131; RPMI-8226: 82; HOP-92: 93; UACC-62: 77; A549/ATCC: 93; M14: 95

Results for Cc1ccc(C(=O)c2ccc(CC(=O)N=Nc3c(O)[nH]c4ccc(Br)cc34)n2C)cc1 ?
CCRF-CEM: 95; HOP-62: 90; RPMI-8226: 93; EKVX: 74; HOP-92: 106; UACC-62: 95; A549/ATCC: 87; M14: 91

Results for COc1ccc(OC)c(-c2c(C#N)c(-c3cccs3)nc3c2c(-c2ccccc2)nn3-c2ccccc2)c1 ?
CCRF-CEM: 100; HOP-62: 105; RPMI-8226: 106; EKVX: 100; HOP-92: 106; UACC-62: 90; A549/ATCC: 101; M14: 105

What do the screens show for `C=CCc1cc(C(=O)OCC)cc(OC)c1O`?
CCRF-CEM: 97; HOP-62: 95; RPMI-8226: 98; EKVX: 110; HOP-92: 84; UACC-62: 97; A549/ATCC: 94; M14: 106

An excerpt from above in order of formula weight, largest number first.
Results for COc1ccc(OC)c(-c2c(C#N)c(-c3cccs3)nc3c2c(-c2ccccc2)nn3-c2ccccc2)c1 ?
CCRF-CEM: 100; HOP-62: 105; RPMI-8226: 106; EKVX: 100; HOP-92: 106; UACC-62: 90; A549/ATCC: 101; M14: 105

Results for Cc1ccc(C(=O)c2ccc(CC(=O)N=Nc3c(O)[nH]c4ccc(Br)cc34)n2C)cc1 ?
CCRF-CEM: 95; HOP-62: 90; RPMI-8226: 93; EKVX: 74; HOP-92: 106; UACC-62: 95; A549/ATCC: 87; M14: 91

How did CCOC(=O)/C(=C\Nc1cccc(OCc2ccccc2)c1)NC(=O)c1ccccc1 do in these assays?
CCRF-CEM: 90; HOP-62: 131; RPMI-8226: 82; HOP-92: 93; UACC-62: 77; A549/ATCC: 93; M14: 95

What do the screens show for `CN1CCN(c2nc(-n3cc(-c4ccccc4)nn3)nc3ccccc23)CC1`?
CCRF-CEM: 76; HOP-62: 96; RPMI-8226: 63; EKVX: 83; HOP-92: 45; UACC-62: 100; A549/ATCC: 79; M14: 111

What do the screens show for `C=CCc1cc(C(=O)OCC)cc(OC)c1O`?
CCRF-CEM: 97; HOP-62: 95; RPMI-8226: 98; EKVX: 110; HOP-92: 84; UACC-62: 97; A549/ATCC: 94; M14: 106

Results for COC(=O)NNC(=O)OC ?
CCRF-CEM: 93; HOP-62: 102; RPMI-8226: 107; HOP-92: 97; UACC-62: 103; A549/ATCC: 105; M14: 100

Other results
How did CCCCCC(CCC)COC(=O)c1ccccc1 (configuration not stated) do in these assays?
CCRF-CEM: 82; HOP-62: 91; RPMI-8226: 100; EKVX: 101; HOP-92: 97; UACC-62: 105; A549/ATCC: 92; M14: 102

What do the screens show for `COC(=S)SCc1cc(=O)oc2ccc(C)cc12`?
CCRF-CEM: 106; HOP-62: 100; RPMI-8226: 95; EKVX: 105; HOP-92: 109; A549/ATCC: 103; M14: 100

How did COC(=O)c1cc(NC(=O)CC(=O)c2cccc(N)c2)cc(C(=O)OC)c1 do in these assays?
CCRF-CEM: 77; HOP-62: 100; RPMI-8226: 79; EKVX: 92; UACC-62: 26; A549/ATCC: 84; M14: 56

What do the screens show for `CC1=CCCC(=O)O1`?
CCRF-CEM: 100; HOP-62: 107; RPMI-8226: 106; UACC-62: 105; A549/ATCC: 97; M14: 107

Results for O=C1CC(c2ccc3c(c2)OCO3)Cc2oc3cc(O)c(O)cc3c21 (configuration not stated) ?
CCRF-CEM: 60; HOP-62: 86; RPMI-8226: 69; EKVX: 92; HOP-92: 85; UACC-62: 95; A549/ATCC: 92; M14: 88

What do the screens show for `CC1(C)CC(=O)C2=C(C1)Oc1nc(N)c(C#N)c(N)c1C2c1ccc(F)cc1` (configuration not stated)?
CCRF-CEM: 118; RPMI-8226: 163; EKVX: 97; HOP-92: 76; UACC-62: 86; A549/ATCC: 110

Results for Cc1cc(N)n(-c2nc3ccccc3[nH]2)n1 ?
HOP-62: 88; RPMI-8226: 98; EKVX: 97; HOP-92: 97; UACC-62: 95; A549/ATCC: 104; M14: 97

How did Cc1ccc(-c2c3c(N)c4c(nc3nc3c2c(C)nn3-c2ccccc2)CCCC4)cc1 do in these assays?
CCRF-CEM: 83; HOP-62: 106; RPMI-8226: 94; HOP-92: 82; UACC-62: 106; A549/ATCC: 93; M14: 110

Results for O=[N+]([O-])c1ccccc1CSc1ncnc2nc[nH]c12 ?
CCRF-CEM: 103; HOP-62: 95; RPMI-8226: 93; EKVX: 114; HOP-92: 73; UACC-62: 91; A549/ATCC: 98; M14: 100

Results for CCC(C)(C)NCCCCCNc1cc(OC)cc2cccnc12 ?
CCRF-CEM: 94&91; HOP-62: 92&92; RPMI-8226: 92&99; EKVX: 109; HOP-92: 88&69; UACC-62: 105&109; A549/ATCC: 102&111; M14: 97&110

What do the screens show for `CC1CCNC(c2ccccc2)C1` (configuration not stated)?
CCRF-CEM: 95; HOP-62: 108; RPMI-8226: 99; EKVX: 94; UACC-62: 107; A549/ATCC: 102; M14: 101

What do the screens show for `CCC(C)NCCCCCO` (configuration not stated)?
HOP-62: 110; RPMI-8226: 105; HOP-92: 93; UACC-62: 98; A549/ATCC: 94; M14: 102

How did c1ccc(-c2nnc(-c3c[nH]c4ncccc34)s2)cc1 do in these assays?
CCRF-CEM: 101; HOP-62: 99; RPMI-8226: 92; EKVX: 37; HOP-92: 104; UACC-62: 81; A549/ATCC: 96; M14: 98

What do the screens show for `CCOC(=O)c1[nH]c(Cc2[nH]c(C(=O)OCC)c(C)c2C(=O)OCC)c(C(=O)OCC)c1C`?
CCRF-CEM: 108; HOP-62: 91; RPMI-8226: 89; EKVX: 98; UACC-62: 84; A549/ATCC: 97; M14: 111

What do the screens show for `O=C(O)c1cn(C2CC2)c2cc(N3CCN(C(=O)CSc4nc(NS(=O)(=O)c5ccc(Cl)cc5)cc(=O)[nH]4)CC3)c(F)cc2c1=O`?
CCRF-CEM: 96; HOP-62: 100; RPMI-8226: 112; EKVX: 99; HOP-92: 80; UACC-62: 98; A549/ATCC: 110; M14: 94

Results for Cn1cc2c(c1)-c1nc(N)ncc1CC2 ?
CCRF-CEM: 116; HOP-62: 96; RPMI-8226: 106; EKVX: 98; UACC-62: 100; A549/ATCC: 107; M14: 93

Results for Cc1cc(C)c(O)c(C)c1 ?
CCRF-CEM: 105; HOP-62: 98; RPMI-8226: 116; EKVX: 100; HOP-92: 105; UACC-62: 102; M14: 101

What do the screens show for `Cc1ccc([C@@H]2C[C@H](O)Cc3cc(F)ccc3N2)o1`?
CCRF-CEM: 110; RPMI-8226: 99; EKVX: 95; HOP-92: 79; UACC-62: 104; A549/ATCC: 99; M14: 116

What do the screens show for `CC(=O)Oc1ccccc1C(=O)[Se]C(=NC1CCCCC1)NC1CCCCC1`?
CCRF-CEM: 4.9*; HOP-62: -87*; RPMI-8226: 4.8*; EKVX: -98*; HOP-92: -14*; UACC-62: -91*; A549/ATCC: 0.2*; M14: -74*

What do the screens show for `COc1cc(/C=C/C(=O)c2c(C)n([O-])c3ccccc3[n+]2=O)cc(OC)c1OC`?
CCRF-CEM: -51*; HOP-62: 105; RPMI-8226: 9.3*; EKVX: 35; HOP-92: -0.5*; UACC-62: 55; A549/ATCC: 51; M14: 60

What do the screens show for `O=C(N/C(=C/c1cc2ccccc2nc1Cl)c1nc2ccccc2[nH]1)c1ccccc1`?
CCRF-CEM: 81; HOP-62: 107; RPMI-8226: 68; EKVX: 78; HOP-92: 54; UACC-62: 87; A549/ATCC: 94; M14: 99

Results for CC1(C)C=C2[C@H]3CC[C@@H]4[C@@]5(C)C/C(=C/c6ccccn6)C(=O)C(C)(C)[C@@H]5CC[C@@]4(C)[C@]3(C)CC[C@@]2(CO)CC1 ?
CCRF-CEM: 13; HOP-62: 89; RPMI-8226: 15; EKVX: 76; HOP-92: 61; UACC-62: 63; A549/ATCC: 63; M14: 75

What do the screens show for `CN(C)c1ccc(C(N)C(=O)O)cc1` (configuration not stated)?
CCRF-CEM: 93; HOP-62: 80; RPMI-8226: 92; EKVX: 95; HOP-92: 90; UACC-62: 91; A549/ATCC: 68; M14: 100

What do the screens show for `O=C(NNC(=O)c1ccncc1)NC(=O)c1ccc(Br)cc1`?
CCRF-CEM: 73; HOP-62: 99; RPMI-8226: 85; EKVX: 110; HOP-92: 102; UACC-62: 97; A549/ATCC: 102; M14: 101

Results for COc1ccc(/C=C/c2nc(Nc3ccc(Cl)cc3)c3ccccc3n2)cc1 ?
CCRF-CEM: 8.1*; HOP-62: 69; RPMI-8226: 53; EKVX: 82; HOP-92: 64; UACC-62: 14; A549/ATCC: 35; M14: 34

What do the screens show for `COc1ccc2c(c1)C(Sc1ccc(SC)cc1)c1c(nc(N)c(C#N)c1N)O2` (configuration not stated)?
CCRF-CEM: 14; HOP-62: 83; RPMI-8226: 95; EKVX: 82; HOP-92: 107; UACC-62: 72; A549/ATCC: 107; M14: 90

Results for CC(=O)c1cc(C(=O)c2ccccc2)n2cc(C)cc(C)c12 ?
CCRF-CEM: 90; HOP-62: 99; RPMI-8226: 91; EKVX: 96; HOP-92: 95; UACC-62: 81; A549/ATCC: 97; M14: 109

How did CC(=O)OC/C(C)=C\CC(C)COC(C)=O (configuration not stated) do in these assays?
CCRF-CEM: 97; HOP-62: 97; RPMI-8226: 94; HOP-92: 70; UACC-62: 101; A549/ATCC: 106; M14: 96

Results for NNC(=O)CCC(NC(=O)OCc1ccccc1)C(=O)NN (configuration not stated) ?
HOP-62: 95; RPMI-8226: 93; HOP-92: 103; UACC-62: 109; A549/ATCC: 103; M14: 95

Compounds as they come. About 12% of those tested had a hit in this group.
